HTRA1 inhibitor = inhibitors of human serine peptidase HTRA1. Q92743. recombinant HTRA1, FP-rhodamine activity-based probe, fluorescence polarization. 0.5% of 340,000 active. inhibition, % at 5.96 µM; in the data active means inhibition above about 36%;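 further: 0% = enzyme with DMSO and 100% = wells lacking enzyme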
TDP2 absorb = TDP2 (human) inhibition, absorbance primary screen; O95551; recombinant TDP2, T5PNP hydrolysis, p-nitrophenol absorbance 415 nm; inhibition, % at 12.8 µM; 0.34% of 370,000 active;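 active means inhibition above the mean of all tested compounds plus 3 SD, set per campaign, cut at about 25% in these data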;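 further: 0% = DMSO with enzyme and 100% = buffer with substrate but no TDP2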
Target sequence (O95551 whole entry, looked up): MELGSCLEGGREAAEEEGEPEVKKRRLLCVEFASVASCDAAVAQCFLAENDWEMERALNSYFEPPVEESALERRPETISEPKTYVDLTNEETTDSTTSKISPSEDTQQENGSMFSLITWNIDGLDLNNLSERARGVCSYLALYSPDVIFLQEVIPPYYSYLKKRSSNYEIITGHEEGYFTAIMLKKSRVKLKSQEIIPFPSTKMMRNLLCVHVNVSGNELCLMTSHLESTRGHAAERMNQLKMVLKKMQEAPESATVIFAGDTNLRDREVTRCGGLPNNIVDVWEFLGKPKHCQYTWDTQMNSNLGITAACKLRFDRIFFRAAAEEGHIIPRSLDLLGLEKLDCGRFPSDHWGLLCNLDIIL
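System – recombinant human TDP2 · Quantity – TDP2 enzyme at 120 nM final · Doses – single concentration, 12.8 µM nominal, with 1% DMSO · Incubation – 2 h at 37 °C · Measured by – epi absorbance of p-nitrophenol freed from T5PNP by hydrolysis · Read-out – % inhibition relative to enzyme-containing and enzyme-free wells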
SIAE primary = blocks human sialic acid acetylesterase. Q9HAT2. SIAE FP-Rh probe binding, fluorescence polarization. inhibition, % at 9.66 µM. 0.69% of 370,000 active. AID 1053197;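 active means inhibition above a cutoff: mean of compounds within the control limits plus 3 SD of those, cut at about 17% in these data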;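 further: 0% = plate median of compound wells and 100% = probe without SIAE protein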
Target sequence (Q9HAT2 whole entry, looked up): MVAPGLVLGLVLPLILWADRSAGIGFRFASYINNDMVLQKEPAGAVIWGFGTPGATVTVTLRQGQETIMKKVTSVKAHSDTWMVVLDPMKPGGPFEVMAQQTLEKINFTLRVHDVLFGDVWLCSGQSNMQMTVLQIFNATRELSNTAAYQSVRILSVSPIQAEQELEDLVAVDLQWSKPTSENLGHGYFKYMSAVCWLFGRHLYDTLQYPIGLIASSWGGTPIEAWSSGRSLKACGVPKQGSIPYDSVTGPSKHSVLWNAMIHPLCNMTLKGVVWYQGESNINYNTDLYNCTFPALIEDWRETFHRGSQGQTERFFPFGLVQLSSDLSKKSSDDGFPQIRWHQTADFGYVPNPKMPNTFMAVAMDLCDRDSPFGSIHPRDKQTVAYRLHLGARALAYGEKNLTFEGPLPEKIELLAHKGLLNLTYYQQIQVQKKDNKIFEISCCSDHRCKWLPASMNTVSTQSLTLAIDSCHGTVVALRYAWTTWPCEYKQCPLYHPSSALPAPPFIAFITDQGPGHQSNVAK
ABHD4 inh = ABHD4 (mouse) inhibition, primary FP screen | purified mABHD4, FP-Rh probe fluorescence polarization | inhibition, % at 8.92 µM | 0.54% of 370,000 active;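 active means inhibition exceeding the mean over every tested compound plus 3 SD, cut at about 30% in these data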;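 further: 0% = plate median of compound wells and 100% = S159A mutant with DMSO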
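Assay system: mABHD4 protein; medium: HEPES pH 7.0, NaCl, Pluronic buffer; dosing: 8.92 µM, single dose; schedule: 45 min + 60 min at 25 °C; signal: FP readout, ex 525 nm / em 598 nm; read-out: normalized percent inhibition of probe labeling; repeats: single replicate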
Rev-erbA mod = Rev-erb alpha (human) modulation; P20393; Rev-erbα–FITC-DNA binding, fluorescence polarization, 90 min; activity, % at 10 µM; 0.79% of 370,000 active; AID 1259318;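 active means activity above about 14%, limit read from the data; passing the limit was not always enough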;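 further: 0% = DMSO wells with 35 nM protein and 100% = DMSO wells with 750 nM protein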
rCAG RNA binder = binds r(CAG) RNA repeats; r(CAG) RNA repeat, TO-PRO-1 dye displacement fluorescence; inhibition, % at 3 µM; 1.3% of 370,000 active; AID 651821;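 active means inhibition above the plate cutoff, the mean of all test compounds on that plate plus 3 SD, cut at about 35% in these data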;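 further: 0% = DMSO alone and 100% = 100 µM mitoxantrone as full dye displacement; higher means more dye released from RNA so lower well fluorescence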
PRMT1 inh = blocks human protein arginine methyltransferase 1; Q99873; 1.3% of 370,000 active; inhibition, % at 2.79 µM; recombinant PRMT1, activity-based probe fluorescence polarization; AID 652257;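 active means inhibition above about 21% made by adding two undisclosed values, limit read from the data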
LEDGF integ inh = blocks HIV-1 LEDGF/p75-dependent DNA integration. TR-FRET IN-LEDGF/p75 DNA integration, Eu/Cy5. inhibition, % at 3.7 µM. 0.64% of 370,000 active. AID 743269;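 active means inhibition above the screen-wide mean plus 3 SD, cut at about 13% in these data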;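 further: signal is the Cy5 over europium emission ratio at 671 and 618 nm; 0% = plate median of compound wells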
TCR CD3 inh = inhibitors of human TCR-CD3 interaction. TAMRA-labeled TCR probe fluorescence, biochemical. 0.37% of 360,000 active. inhibition, % at 9.4 µM; in the data active means inhibition above about 19%;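 further: recombinant mutant TCR 2C K166C tagged with TAMRA read by polarization; 0% = receptor in buffer alone and 100% = receptor with positive control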
PG9 Ab binder = PG9 antibody binding by small molecule; TR-FRET gp120-PG9 antibody binding; 0.43% of 360,000 active; inhibition, % at 6.7 µM; in the data active means inhibition above about 8.5%
The depositor's hits bear a star. Only part of the results is shown; the hit share may differ from the screen's.

Start of the data: the first 4 records, ahead of the listing:
Cc1ccc(NC(=O)CSc2nnc3ccccn23)cc1 was read as HTRA1 inhibitor 7, TDP2 absorb 5, SIAE primary -4, ABHD4 inh 1, Rev-erbA mod -3, rCAG RNA binder 0, PRMT1 inh -1, LEDGF integ inh 1, TCR CD3 inh 2 and PG9 Ab binder -0.2.
NC(=O)C1CCN(C(=O)c2ccc(C(F)(F)F)cc2)CC1 was read as HTRA1 inhibitor 0, TDP2 absorb 1, SIAE primary -2, ABHD4 inh 3, Rev-erbA mod 1, rCAG RNA binder 1, PRMT1 inh -2, LEDGF integ inh -3, TCR CD3 inh -1 and PG9 Ab binder -0.5.
Screening CCOc1ccccc1NC(=O)C1CCCN(S(=O)(=O)c2ccc(OC)c(C)c2)C1 (stereo unspecified) returned HTRA1 inhibitor -2, TDP2 absorb 4, SIAE primary 2, ABHD4 inh -7, Rev-erbA mod 0, rCAG RNA binder -4, PRMT1 inh -1, LEDGF integ inh -4, TCR CD3 inh 1 and PG9 Ab binder -0.8.
`Cc1ccccc1NC(=O)NC1(C(=O)N2CCN(C)CC2)CCCCC1` gave HTRA1 inhibitor -2, TDP2 absorb -2, SIAE primary -7, ABHD4 inh -1, Rev-erbA mod 1, rCAG RNA binder 2, PRMT1 inh 3, LEDGF integ inh -3, TCR CD3 inh -5 and PG9 Ab binder -1.5.

The list itself (from the top)
Cc1ccc(NC(=O)CSc2nnc3ccccn23)cc1 was read as HTRA1 inhibitor 7, TDP2 absorb 5, SIAE primary -4, ABHD4 inh 1, Rev-erbA mod -3, rCAG RNA binder 0, PRMT1 inh -1, LEDGF integ inh 1, TCR CD3 inh 2 and PG9 Ab binder -0.2.
NC(=O)C1CCN(C(=O)c2ccc(C(F)(F)F)cc2)CC1 was read as HTRA1 inhibitor 0, TDP2 absorb 1, SIAE primary -2, ABHD4 inh 3, Rev-erbA mod 1, rCAG RNA binder 1, PRMT1 inh -2, LEDGF integ inh -3, TCR CD3 inh -1 and PG9 Ab binder -0.5.
Screening CCOc1ccccc1NC(=O)C1CCCN(S(=O)(=O)c2ccc(OC)c(C)c2)C1 (stereo unspecified) returned HTRA1 inhibitor -2, TDP2 absorb 4, SIAE primary 2, ABHD4 inh -7, Rev-erbA mod 0, rCAG RNA binder -4, PRMT1 inh -1, LEDGF integ inh -4, TCR CD3 inh 1 and PG9 Ab binder -0.8.
`Cc1ccccc1NC(=O)NC1(C(=O)N2CCN(C)CC2)CCCCC1` gave HTRA1 inhibitor -2, TDP2 absorb -2, SIAE primary -7, ABHD4 inh -1, Rev-erbA mod 1, rCAG RNA binder 2, PRMT1 inh 3, LEDGF integ inh -3, TCR CD3 inh -5 and PG9 Ab binder -1.5.
For Oc1ccc(Cl)cc1-c1cc(-c2ccco2)[nH]n1 the results were HTRA1 inhibitor -6, TDP2 absorb 8, SIAE primary -12, ABHD4 inh -17, Rev-erbA mod 2, rCAG RNA binder 26, PRMT1 inh 4, LEDGF integ inh 0, TCR CD3 inh 1 and PG9 Ab binder -0.7.
Screening Cc1ccc(C(CNC(=O)c2ccco2)N2CCN(C)CC2)cc1 (stereo unspecified) returned HTRA1 inhibitor -3, TDP2 absorb 1, SIAE primary 0, ABHD4 inh -2, Rev-erbA mod 2, rCAG RNA binder -2, PRMT1 inh 0, LEDGF integ inh -3, TCR CD3 inh 0 and PG9 Ab binder 1.0.
For CC(=O)C(Sc1nn(C)c(=S)s1)C(=O)Nc1ccccc1 (stereo unspecified) the results were HTRA1 inhibitor -6, TDP2 absorb 4, SIAE primary 1, ABHD4 inh -4, Rev-erbA mod -2, rCAG RNA binder 4, PRMT1 inh 24*, LEDGF integ inh -5, TCR CD3 inh -4 and PG9 Ab binder 0.7.
For CN(C)c1ccc(/C=C(\C#N)C(=O)Nc2nc3c(s2)CCN(Cc2ccccc2)C3)cc1 the results were HTRA1 inhibitor -5, TDP2 absorb 2, SIAE primary -55, ABHD4 inh -16, Rev-erbA mod 28*, rCAG RNA binder 1, PRMT1 inh -21, LEDGF integ inh -1, TCR CD3 inh -1 and PG9 Ab binder -0.8.
Screening CCOP(=O)(c1ccccc1)C1(C#N)CC1 (stereo unspecified) returned HTRA1 inhibitor 20, TDP2 absorb -3, SIAE primary -1, ABHD4 inh -2, Rev-erbA mod 1, rCAG RNA binder -2, PRMT1 inh -1, LEDGF integ inh 8, TCR CD3 inh 0 and PG9 Ab binder 1.6.
For N/C(=N\OC(=O)c1ccc(Br)cc1)c1ccccc1 the results were HTRA1 inhibitor 5, TDP2 absorb 5, SIAE primary 2, ABHD4 inh -4, Rev-erbA mod -5, rCAG RNA binder 1, PRMT1 inh 0, LEDGF integ inh 3, TCR CD3 inh -6 and PG9 Ab binder -1.7.
For COc1ccc(C(=O)N2CCSCC2)cc1OC1CCN(C(C)=O)CC1 the results were HTRA1 inhibitor 5, TDP2 absorb 3, SIAE primary 5, ABHD4 inh 6, Rev-erbA mod 1, rCAG RNA binder -5, PRMT1 inh 5, LEDGF integ inh 1, TCR CD3 inh 1 and PG9 Ab binder -1.1.
Cc1ccc2c(ccn3cc4c(c(=O)n(C)c(=O)n4C)c23)c1 was read as HTRA1 inhibitor 6, TDP2 absorb -8, SIAE primary 0, ABHD4 inh 5, Rev-erbA mod -1, rCAG RNA binder 9, PRMT1 inh 2, LEDGF integ inh -3, TCR CD3 inh 1 and PG9 Ab binder -3.1.
Screening Cc1cc(=O)[nH]c(SCc2nc3ccc([N+](=O)[O-])cc3[nH]2)n1 returned HTRA1 inhibitor -7, TDP2 absorb 0, SIAE primary 3, ABHD4 inh 3, Rev-erbA mod 9, rCAG RNA binder 7, PRMT1 inh -1, LEDGF integ inh 5, TCR CD3 inh 8 and PG9 Ab binder -0.4.
`CCOC(=O)C1(CC2CCCCO2)CCN(Cc2cc3ccccc3[nH]2)CC1` (stereo unspecified) gave HTRA1 inhibitor -1, TDP2 absorb -5, SIAE primary 0, ABHD4 inh 5, Rev-erbA mod -1, rCAG RNA binder -11, PRMT1 inh 1, LEDGF integ inh -1, TCR CD3 inh -4 and PG9 Ab binder -1.2.
Screening CCCCOc1ccc(C(=O)NC2CCCCN(Cc3ccc(C)cc3)C2=O)cc1 (stereo unspecified) returned TDP2 absorb 8, SIAE primary -1, ABHD4 inh -5, Rev-erbA mod 1, rCAG RNA binder 4, PRMT1 inh 2 and LEDGF integ inh -5.
`NNC(=O)Cn1nc(-c2ccccc2)c2ccccc2c1=O` gave HTRA1 inhibitor -9, TDP2 absorb -9, SIAE primary -14, ABHD4 inh -4, Rev-erbA mod -3, rCAG RNA binder 0, PRMT1 inh -7, LEDGF integ inh 4, TCR CD3 inh 6 and PG9 Ab binder -0.3.
Screening CCOc1ccc(CNC(=O)c2ccco2)cc1 returned HTRA1 inhibitor 0, TDP2 absorb -5, SIAE primary -2, ABHD4 inh -3, Rev-erbA mod -2, rCAG RNA binder -2, PRMT1 inh -5, LEDGF integ inh 2, TCR CD3 inh 3 and PG9 Ab binder -0.4.
Screening Cc1cc(C)n2c(Nc3ccc4c(c3)OCCO4)c(CC(C)C)nc2n1 returned TDP2 absorb 0, SIAE primary 7, ABHD4 inh 2, Rev-erbA mod -3, rCAG RNA binder 3, PRMT1 inh -2, LEDGF integ inh -1, TCR CD3 inh 7 and PG9 Ab binder -2.6.
Cc1ccc(N2CCN(/N=C/c3ccncc3)CC2)cc1 was read as HTRA1 inhibitor -5, TDP2 absorb 2, SIAE primary 3, ABHD4 inh -1, Rev-erbA mod 9, rCAG RNA binder -6, PRMT1 inh 1, LEDGF integ inh 1, TCR CD3 inh 3 and PG9 Ab binder -0.1.
For O=C(c1ccc2c(c1)OCO2)N1CCCN(C(=O)c2ccc3c(c2)OCO3)CC1 the results were HTRA1 inhibitor 0, TDP2 absorb 7, SIAE primary 6, ABHD4 inh -1, Rev-erbA mod 4, rCAG RNA binder -1, PRMT1 inh 4, LEDGF integ inh 1, TCR CD3 inh 0 and PG9 Ab binder 0.3.
COc1ccccc1NC(=O)CSc1nnc(-c2ccncc2)n1CC1CCCO1 (stereo unspecified) was read as HTRA1 inhibitor 2, TDP2 absorb 5, SIAE primary 3, ABHD4 inh 0, Rev-erbA mod 0, rCAG RNA binder -5, PRMT1 inh 5, LEDGF integ inh -1, TCR CD3 inh -5 and PG9 Ab binder 0.0.
For NC(=O)Cn1cnc2nc3n(c2c1=O)CCC3 the results were HTRA1 inhibitor -7, TDP2 absorb 15, SIAE primary 7, ABHD4 inh 5, Rev-erbA mod 2, rCAG RNA binder 1, PRMT1 inh -4, LEDGF integ inh -1, TCR CD3 inh 6 and PG9 Ab binder -1.7.
For O=S(=O)(c1ccc2c(c1)CCCC2)N1CCNCC1 the results were HTRA1 inhibitor -2, TDP2 absorb 7, SIAE primary -2, ABHD4 inh -3, Rev-erbA mod 3, rCAG RNA binder 0, PRMT1 inh -2, LEDGF integ inh 4, TCR CD3 inh 2 and PG9 Ab binder 0.4.
For CCC(C)N1CCN(C(=O)c2cc(OC)cc(OC)c2)CC1 (stereo unspecified) the results were HTRA1 inhibitor 4, TDP2 absorb 20, SIAE primary 5, ABHD4 inh 7, Rev-erbA mod 2, rCAG RNA binder -4, PRMT1 inh -3, LEDGF integ inh 6, TCR CD3 inh -3 and PG9 Ab binder 0.2.
`COC(=O)C(C(C)C)N(Cc1cc(OC)cc(OC)c1)S(=O)(=O)CCl` (stereo unspecified) gave HTRA1 inhibitor 4, TDP2 absorb 8, SIAE primary -3, ABHD4 inh -7, Rev-erbA mod -6, rCAG RNA binder -1, PRMT1 inh -4, LEDGF integ inh 2, TCR CD3 inh 3 and PG9 Ab binder -0.3.
Screening Cc1ccc(C)c(N(C(=O)c2ccco2)C(C(=O)NC2CCCC2)c2ccco2)c1 (stereo unspecified) returned HTRA1 inhibitor 1, TDP2 absorb 7, SIAE primary 7, ABHD4 inh -7, Rev-erbA mod -4, rCAG RNA binder -7, PRMT1 inh -6, LEDGF integ inh 4, TCR CD3 inh -1 and PG9 Ab binder 0.3.
`Cc1ccc(S(=O)(=O)N2CCC(C(=O)NC3CC(C)(C)NC(C)(C)C3)CC2)cc1C` gave HTRA1 inhibitor 2, TDP2 absorb -9, SIAE primary 2, ABHD4 inh -4, Rev-erbA mod 7, rCAG RNA binder -3, PRMT1 inh -4, LEDGF integ inh 0, TCR CD3 inh -5 and PG9 Ab binder -2.2.
Screening Brc1cccc(/C=N\n2cnnc2)c1 returned HTRA1 inhibitor 3, TDP2 absorb 5, SIAE primary 0, ABHD4 inh 5, Rev-erbA mod 3, rCAG RNA binder -2, PRMT1 inh 2, LEDGF integ inh 1, TCR CD3 inh 4 and PG9 Ab binder -1.9.
Screening O=C(NNc1ccc(C2CCCCC2)cc1)C(O)(c1ccccc1)c1cccs1 (stereo unspecified) returned HTRA1 inhibitor -20, TDP2 absorb 3, SIAE primary 6, ABHD4 inh -11, Rev-erbA mod 6, rCAG RNA binder 5, PRMT1 inh 4, LEDGF integ inh 1, TCR CD3 inh 5 and PG9 Ab binder -1.6.

Assay outcomes as filed in PubChem.
